Screening results as filed in PubChem.
M17LAP inhibition: P. falciparum M17LAP inhibitors, primary screen, biochemical, fluorogenic H-Leu-NHMec substrate, 1536-well (AID 1619); recombinant M17LAP, H-Leu-NHMec fluorogenic kinetic assay; higher % means a stronger effect; one-dose inhibition, % at 30 µM; IC50 in µM for titrated hits; 220,000 compounds, 0.38% hits;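 active = compound inhibiting the enzyme by more than half at any dose during confirmatory dose-response retesting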;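 note: plate controls were full reaction with DMSO carrier for no effect and no enzyme background for full effect; strong numbers were not always called active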
TNAP activation fold: human TNAP enzyme activators, primary screen, biochemical, luminescent, no phosphate acceptor, uHTS (AID 1001); purified TNAP, luminescent activation assay, no phosphate acceptor; higher activation fold means a stronger effect; activation fold at 20 µM; hits with a dose series show EC50 in µM; 200,000 compounds, 0.03% hits; in the data active = activation fold from about 3, or a potency from the dose series; inactive = the rest, 99 in 100 with activation fold below about 1.6; note: many of its hits are not listed in these tables
M1AAP inhibition: malaria alanyl aminopeptidase activity blockers – biochemical, fluorogenic H-Leu-NHMec substrate, 1536-well (AID 1445); 220,000 compounds, 0.42% hits; recombinant M1AAP, H-Leu-NHMec fluorogenic kinetic assay; higher % means a stronger effect; one-dose inhibition, % at 30 µM; IC50 in µM for titrated hits;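 active = primary inhibition above the hit cutoff, then over 50% inhibition at one or more dose response concentrations, cut at about 23% in these data, passing the limit was not always enough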;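 note: plate controls were DMSO full reaction for no effect and no enzyme background for full effect; strong numbers were not always called active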
human PMI inhibition: MPI enzyme activity inhibition – biochemical, fluorescence intensity, coupled assay, primary screen (AID 1209); purified PMI enzyme, coupled fluorescence intensity; higher % means a stronger effect; one-dose inhibition, % at 20 µM; IC50 in µM for titrated hits; 190,000 compounds, 0.42% hits;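 note: plate controls were DMSO vehicle for no effect and wells lacking substrate for full effect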
XIAP antagonists: XIAP antagonists, biochemical, IAP family, fluorescence polarization (AID 1018) | displacement, % at 20 µM, or IC50 in µM where a hit was titrated | XIAP BIR domain, fluorescence polarization peptide displacement; higher % means a stronger effect | 200,000 compounds, 0.007% hits; in the data active = displacement above about 50%; note: a part of the inactive calls stands beside numbers as strong as those of hits
Lipid droplet: modulators of hepatic lipid droplet formation | AML12 mouse hepatocytes, oleate lipid droplets, BODIPY imaging | inhibition, % at 6.5 µM | 240,000 compounds, 0.4% hits | AID 1656;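 active = lipid droplet intensity inhibited by at least 50%, with more than 500 cells counted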
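Material – mouse AML12 hepatocyte cell line, fixed after treatment · Compound dosing – one dose, 6.5 µM compound · Times – compound with oleate, overnight · Measured by – Image-based BODIPY and DAPI two-channel analysis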
UTI89 phage lysis: inhibition of K1F phage lysis, E. coli UTI89, bacterial capsule biogenesis inhibitors, alamar blue (AID 488966) | 340,000 compounds, 0.02% hits | one-dose inhibition, % at 100 µM; IC50 in µM for titrated hits | E. coli UTI89 K1F phage lysis, alamar blue, 2 h; higher % means a stronger effect;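 active = phage lysis inhibition, versus mean bacterial control, above a set limit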;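 note: capsule biogenesis inhibitors block K1F phage lysis so surviving cells raise fluorescence; higher fluorescence means more inhibition of phage lysis; actives were called in the ten point dose series up to 300 µM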
Siah-1 displacement: Siah-1 peptide-binding antagonists, primary screen, biochemical, fluorescence polarization, rhodamine-plectin, uHTS (AID 1817); Siah-1 / rhodamine-plectin peptide fluorescence polarization; higher % means a stronger effect; displacement, % at 20 µM, or IC50 in µM where a hit was titrated; 290,000 compounds, 0.02% hits;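 active = displacement of at least 50% at 20 µM, with a fluorescence ratio check between 0.3 and a set limit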;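 note: plate controls were Siah plus tracer with DMSO for no effect and tracer alone without Siah for full effect; strong numbers were not always called active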
PMI inhibition: human PMI inhibitors, high substrate, primary screen, biochemical, fluorescence intensity, high mannose 6-phosphate (AID 1220); recombinant PMI enzyme, coupled fluorescence intensity; higher % means a stronger effect; one-dose inhibition, % at 20 µM; IC50 in µM for titrated hits; 190,000 compounds, 0.66% hits
Lipid droplet cells 6.5 µM: second read-out of Lipid droplet, no call of its own (marks repeat the call); cell count; measured here: cell count, cytotoxicity flag;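 cells counted across two imaged fields per well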
Numbers without * were called inactive; nt = no result given; [ ] = remark or other dose. Cut-off read from the data, not from the text of the source, unless noted: active = inhibition above about 50%; inactive = the rest.

SMILES	M17LAP inhibition	TNAP activation fold	M1AAP inhibition	human PMI inhibition	XIAP antagonists	Lipid droplet	Lipid droplet cells 6.5 µM	UTI89 phage lysis	Siah-1 displacement	PMI inhibition
O=C(CN1CCC(n2nnc3cc(F)ccc32)CC1)N1CCc2ccccc2C1	12%	1.1	-2%	5%	-8.3%	nt	nt	3.7%	-1%	11%
O=C(COc1cc(F)ccc1[N+](=O)[O-])NCCCc1ccccc1	-4%	1.1	3%	-2%	-4.4%	-10	639	0.0%	-1%	0%
O=C1OCc2cccc3cccc1c23	-67%	1.1	9%	-8%	-1.7%	nt	nt	-0.8%	2%	-6%
O=C(NCc1ccncc1)C(=O)C1C(=O)Nc2ccccc21 (stereo not given)	8%	1	10%	-13%	-8.7%	5	698	0.5%	-2%	1%
CC(=O)CCn1cc([N+](=O)[O-])nc1C	-2%	nt	1%	nt	nt	6	690	0.2%	-5%	nt
O=c1/c(=C/c2cn(-c3ccccc3)nc2-c2ccc(F)cc2)sc2nc3ccccc3n12	-9%	1	0%	8%	1.3%	nt	nt	nt	1%	5%
CCC(C)NC(=O)CN1C(=O)NC2(CCc3ccccc3C2)C1=O (stereo not given)	-6%	1	8%	8%	-4.9%	5	694	0.3%	-2%	7%
CCCCC(=O)N(Cc1nc2sc(C)c(C)c2c(=O)[nH]1)C1CCCC1	2%	1	1%	-6%	-9.4%	-4	647	2.8%	1%	-5%
COCCn1c(SC(C)C(=O)Nc2ncc(Cl)cc2Cl)nc2ccccc21 (stereo not given)	-4%	1.1	7%	1%	-4.7%	-6	799	0.1%	0%	7%
CC(C)Oc1ccc(C(=O)NC(C)(C)CO)cc1	-6%	1.1	6%	1%	-1.8%	0	762	-2.6%	-2%	-8%
CC(=O)Nc1sc(N/N=C/c2ccc(C)cc2)nc1-c1ccc(C)cc1	2%	nt	5%	nt	nt	-10	663	2.2%	-3%	nt
O=C(NCc1nnc(SCC(=O)N2CCOCC2)o1)c1c(F)cccc1Cl	6%	1.1	1%	-8%	-3.9%	-18	684	0.4%	2%	-5%
O=c1c2ccccc2[nH]c(=S)n1CCN1CCc2ccccc2C1	-7%	nt	4%	nt	nt	20	650	0.1%	8%	nt
CCn1c(=O)cc(OCC(=O)NCc2cccs2)c2ccccc21	19%	1.1	1%	-3%	-13%	-22	751	0.0%	18%	-2%
COc1ccc(NC(=O)c2ccc(S(=O)(=O)N(C)c3ccccc3)cc2)cn1	-4%	nt	6%	nt	nt	8	656	0.3%	-1%	nt
O=C1OC(COc2ccc(Br)cc2)CN1c1ccccc1 (stereo not given)	4%	nt	12%	nt	nt	-12	682	-0.6%	-2%	nt
O=[N+]([O-])c1ccc(Oc2ccc(Oc3ccc(C(F)(F)F)cn3)cc2)nc1	1%	nt	1%	nt	nt	19	764	-0.6%	3%	nt
COC(=O)c1sc(NC(=S)NC(=O)c2ccc(F)cc2)nc1C	0%	0.9	-1%	0%	-3.7%	2	726	nt	-3%	0%
COc1cccc(C(=O)NC2CCN(C(=O)N3c4ccccc4Sc4ccccc43)CC2)c1	-4%	1.2	2%	8%	-3.9%	-1	596	0.1%	0%	10%
O=C(O)c1ccc(/C=N/N2CCN(Cc3ccc(Cl)cc3)CC2)cc1	-2%	1.1	4%	nt	-0.8%	4	665	0.1%	3%	nt
Cc1cc2c(s1)c1cnn(Cc3ccccc3F)c(=O)c1n2C	1%	1.1	-6%	5%	0.4%	-25	724	-0.9%	-7%	-8%
Cc1cc(NC(=O)CSc2nc(C(C)C)nc3ccccc23)no1	2%	1.1	0%	5%	-1.9%	20	696	0.4%	-5%	7%
CCCOc1cccc(OCC(=O)Nc2nc3ccccc3[nH]2)c1	2%	1.1	7%	9%	-2.4%	18	789	1.5%	2%	9%
Cc1noc(C)c1CCC(=O)O	18%	1.1	9%	7%	14%	3	657	0.7%	5%	5%
Cc1ccc(C(=O)Nc2nnc(SCC(=O)N3CCCc4ccccc43)s2)cc1	23%	1.1	3%	11%	2.2%	1	443	2.9%	2%	16%
O=C(NCC(c1cccs1)N1CCOCC1)c1ccc(Cl)c(S(=O)(=O)N2CCOCC2)c1 (stereo not given)	2%	nt	-4%	nt	nt	-9	638	-0.7%[50 µM]	-3%	nt
COc1ccc(/C=N/NC(=O)C(C)n2cnc3ccccc3c2=O)cc1OC (stereo not given)	20%	1.1	9%	18%	-5.8%	8	687	2.4%[50 µM]	11%	10%
CC(=O)NC1=NN(C(C)=O)C2(S1)C(=O)N(C(C)=O)c1ccc(C)cc12 (stereo not given)	3%	1.1	1%	-12%	-4.4%	17	765	0.3%	0%	-8%
FC(F)Oc1ccc(NC(=S)NCc2ccccc2)cc1	0%	1	-2%	10%	-3.4%	-27	462	-0.7%	-2%	5%
Cc1ccc(C)c(NC(=S)NC(NC(=O)/C=C/c2ccccc2)C(Cl)(Cl)Cl)c1 (stereo not given)	14%	1.1	5%	9%	1.1%	nt	nt	0.2%	-2%	3%
CN1CCOCCOCCN(C)C(=O)N2CCOCCOCCN(CCOCC2)C1=O	-8%	1	-3%	7%	-5.5%	-1	795	5.4%	0%	3%
CC(C)C[C@H](NC(=O)NCCc1ccc(Cl)cc1)C(=O)O	4%	1.1	5%	-9%	-0.4%	nt	nt	0.1%	0%	-10%
CC(C)=C1C2CCC1C1C(=O)N(c3ccc(C)c(C)c3)C(=O)C21 (stereo not given)	2%	1.1	-1%	6%	-4.0%	4	610	3.2%	8%	11%
CC(C)CNC(=O)NC(=O)COc1c(F)c(F)cc(F)c1F	3%	1.1	2%	7%	-18%	nt	nt	0.3%	1%	9%
C(=N\N1CCN(c2ccccn2)CC1)/C1=C(N2CCOCC2)C(=C/c2ccccc2)/CC1	-2%	1	1%	15%	-5.5%	-5	680	-0.7%	-2%	19%
COC(=O)C1C(c2ccc(OC)cc2)NC(=O)NC1(O)C(F)(F)Cl (stereo not given)	-6%	1.1	-2%	-6%	-8.8%	-2	630	0.0%	10%	-6%
CCOC(=O)C1=C(c2ccccc2)Nc2nc(C)nn2C1c1cccc(OC)c1OC (stereo not given)	3%	1.1	12%	9%	-6.0%	-9	712	-0.5%	-1%	4%
CC(C)(C)C(=O)Nc1ccc(N2CCCC2)cc1	13%	1.1	5%	1%	-4.4%	nt	nt	0.1%	8%	29%
O=C(O)c1ccc(-n2nc(C(F)(F)F)c3c2-c2ccoc2CC3)cc1	5%	1.1	0%	13%	4.9%	6	753	0.9%	-4%	4%
O=C(CSc1n[nH]c(=O)[nH]c1=O)N/N=C/c1ccccc1O	129µM*	2.2	15%	-13%	-4.5%	19	658	0.0%	1%	-25%
O=C(O)CCNc1ccc(Cl)cc1	0%	nt	0%	nt	nt	-24	647	-1.7%	18%	nt
Cn1c(Cc2ccc3c(c2)OCO3)nnc1SCC(=O)N1CCc2ccccc2C1	7%	1.1	2%	1%	-0.6%	nt	nt	2.8%	4%	4%
Cc1ccc(-c2nnc(SCc3nc4ccccc4[nH]3)n2Cc2ccco2)cc1	17%	1.1	0%	7%	-3.4%	nt	nt	2.4%	-4%	-5%
O=C(NC(Cc1ccccc1)C(=O)OCC(=O)N1CCc2ccccc21)c1ccco1 (stereo not given)	4%	1.1	4%	7%	0.3%	-13	624	0.7%	-1%	1%
O=C(N/N=C/c1cn(-c2ccccc2)nc1-c1cc2ccccc2o1)c1ccccc1Br	5%	1	3%	5%	-3.7%	102*	702*	2.7%[50 µM]	-2%	6%
COc1ccc(Cl)cc1C(=O)NNC1CC(=O)N(Cc2ccc(Cl)cc2)C1=O (stereo not given)	1%	1	6%	10%	-5.4%	-3	582	3.5%	3%	8%
COc1cccc(/C=N/n2c(-c3n[nH]c4c3CCC4)n[nH]c2=S)c1O	2%	2.1	-2%	24%	-9.5%	-9	560	0.2%	-3%	20%
O=C(CN1C(=O)C2C3C=CC(C4CC34)C2C1=O)Nc1cccc2ncccc12 (stereo not given)	6%	1	-2%	-2%	-3.5%	-2	702	-0.1%	4%	-6%
CCN1CCN(C(=O)CN(c2cc(OC)ccc2OC)S(C)(=O)=O)CC1	11%	1.1	12%	2%	-3.9%	-1	752	0.0%	3%	4%
CCC(=O)c1ccc(OCC(=O)N(C)CC(=O)Nc2cccc(F)c2)cc1	11%	1.1	4%	-11%	-3.3%	21	754	-1.6%	6%	-9%
C/C(=N/NC(=O)CNC(=O)c1cccnc1)c1cccc([N+](=O)[O-])c1	8%	1.1	0%	-14%	-4.8%	-2	755	-1.5%	0%	-18%
COc1ccc(C2CC(c3ccc(OC)cc3)n3nc(NS(C)(=O)=O)nc3N2)cc1 (stereo not given)	11%	nt	12%	nt	nt	nt	nt	0.1%	-5%	nt
CCc1ccc(OCC(=O)NNC(=O)Cc2cccs2)cc1	2%	2	4%	5%	-4.5%	0	712	2.9%[50 µM]	11%	-1%
Clc1ccc(CO/N=C/c2c(-c3ccccc3)nc3n2CCS3)c(Cl)c1	7%	1.1	-1%	6%	-1.9%	nt	nt	0.0%	4%	10%
COC(=O)Cc1ccc(NC(=S)NCc2ccccc2Cl)cc1	10%	1.2	3%	7%	-2.8%	5	702	0.5%	3%	-2%
O=C(Nc1nc(-c2ccccn2)cs1)C1CC(=O)N(c2ccc3c(c2)OCCO3)C1 (stereo not given)	-8%	2	-11%	17%	-4.0%	6	627	-0.3%	25%	22%
Cc1cccc(NC(=O)Cn2c(O)c(N=NC(N)=S)c3ccccc32)c1	17%	nt	18%	nt	nt	-30	675	0.1%	-2%	nt
CC(=O)c1cc2c(cc1NC(=O)c1ccc(C)cc1)OCO2	2%	1	3%	9%	-2.6%	-2	655	nt	-2%	12%
CCc1nc2c(c(=O)[nH]1)C1(CCCC1)Cc1ccccc1-2	3%	1.1	14%	-3%	-4.1%	nt	nt	0.1%	2%	-5%
Cc1ccc(S(=O)(=O)NC(=O)NN2CCCCCC2)cc1	1%	1	1%	-66%	-9.5%	-1	708	-0.3%	-1%	-102%

Reprinted at random: 3 entries already listed
SMILES	M17LAP inhibition	TNAP activation fold	M1AAP inhibition	human PMI inhibition	XIAP antagonists	Lipid droplet	Lipid droplet cells 6.5 µM	UTI89 phage lysis	Siah-1 displacement	PMI inhibition
O=C(O)CCNc1ccc(Cl)cc1	0%	nt	0%	nt	nt	-24	647	-1.7%	18%	nt
Cc1noc(C)c1CCC(=O)O	18%	1.1	9%	7%	14%	3	657	0.7%	5%	5%
COc1ccc(C2CC(c3ccc(OC)cc3)n3nc(NS(C)(=O)=O)nc3N2)cc1 (stereo not given)	11%	nt	12%	nt	nt	nt	nt	0.1%	-5%	nt

The order is random; 1.9% or so of the library scored in one or more.
